m-calpain inh = inhibitors of pig calpain II, primary screen, biochemical, fluorogenic peptide substrate, 1536-well; purified calpain II, 30 min; inhibition, % at 16 µM; 0.37% of 220,000 active; AID 1236, 2008;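 active = inhibition above about 50%, limit read from the data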
p47phox inh = p47phox/p22phox peptide binding inhibitors, primary screen, biochemical, uHTS, NADPH oxidase regulatory subunit. Neutrophil cytosol factor 1 (Homo sapiens), P14598. fluorescence polarization, 2 h. inhibition, % at 24.7 µM. 0.53% of 220,000 active. AID 1274, 2008;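 active = inhibition above about 30%, limit read from the data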;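 note: 0% = p47phox with labelled peptide and 100% = labelled peptide alone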
EBV gp42 inh = Epstein-Barr virus gp42 inhibitors, primary screen, biochemical, uHTS, fluorescence polarization; Glycoprotein 42 (Epstein-Barr virus (strain AG876)), Q1HVG2; Fluorescence polarization binding assay, mP read-out; inhibition, % (tested at 21.74 µM); 0.42% of 220,000 active; AID 1085, 2008; in the data active = inhibition above about 50%
Target sequence (Q1HVG2 whole entry, looked up): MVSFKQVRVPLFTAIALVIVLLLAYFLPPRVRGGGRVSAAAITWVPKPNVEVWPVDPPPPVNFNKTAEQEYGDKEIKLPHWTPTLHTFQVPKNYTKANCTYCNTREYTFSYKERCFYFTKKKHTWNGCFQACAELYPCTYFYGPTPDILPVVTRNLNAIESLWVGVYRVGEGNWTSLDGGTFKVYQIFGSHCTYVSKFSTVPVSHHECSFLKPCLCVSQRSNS
RBBP9 inh = human RBBP9 inhibitors, primary screen, biochemical, fluorescence polarization, FP-Rh probe, HTS | Serine hydrolase RBBP9 (Homo sapiens), O75884 | recombinant RBBP9 | inhibition, % at 7.94 µM | 0.2% of 220,000 active | AID 1515, 2009;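 active = inhibition above the campaign mean of all tested compounds plus 3 SD, cut at about 14% in these data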;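 note: plate controls were DMSO wells with RBBP9 for no effect and wells lacking RBBP9 protein for full effect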
Target sequence (O75884 whole entry, looked up): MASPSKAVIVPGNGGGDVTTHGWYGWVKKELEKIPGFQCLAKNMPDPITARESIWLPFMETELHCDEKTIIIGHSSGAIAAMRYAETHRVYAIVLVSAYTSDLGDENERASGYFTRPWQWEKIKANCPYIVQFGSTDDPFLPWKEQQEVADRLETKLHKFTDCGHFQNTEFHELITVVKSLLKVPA
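Test system – recombinant human RBBP9 · Input – RBBP9 2.5 µM in dispensing solution, pre-mixing · Medium – Tris buffer pH 8.0, NaCl, Pluronic · Schedule – preincubation 30 min plus labeling 45 min at 25 °C · Measured by – fluorescence polarization · Measure – % inhibition · Controls – DMSO and no-protein wells · Replicates – one well per compound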
Furin inh = human furin inhibitors, primary screen, biochemical, fluorescence intensity. purified furin, fluorogenic substrate cleavage. inhibition, % at 30 µM. 0.061% of 220,000 active. AID 463115, 2010; in the data active = inhibition above about 25%; note: inactives centre near -15
Runt-CBFb FRET = inhibitors of RUNX1 Runt–CBFb binding, primary screen, biochemical, FRET, Cerulean-Runt, Venus-CBFb, uHTS | Cerulean-Runt/Venus-CBFb FRET ratio 530/480, 1 h | inhibition, % at 20 µM | Runt-related transcription factor 1 (Homo sapiens) + Core-binding factor subunit beta … | 0.46% of 220,000 active | AID 1496, 2009;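 active = inhibition over about 50% at 20 µM in the single-dose screen, limit read from the data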;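 note: 0% = DMSO wells and 100% = excess unlabeled CBFb competitor control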
Target sequence (Q01196 whole entry, looked up): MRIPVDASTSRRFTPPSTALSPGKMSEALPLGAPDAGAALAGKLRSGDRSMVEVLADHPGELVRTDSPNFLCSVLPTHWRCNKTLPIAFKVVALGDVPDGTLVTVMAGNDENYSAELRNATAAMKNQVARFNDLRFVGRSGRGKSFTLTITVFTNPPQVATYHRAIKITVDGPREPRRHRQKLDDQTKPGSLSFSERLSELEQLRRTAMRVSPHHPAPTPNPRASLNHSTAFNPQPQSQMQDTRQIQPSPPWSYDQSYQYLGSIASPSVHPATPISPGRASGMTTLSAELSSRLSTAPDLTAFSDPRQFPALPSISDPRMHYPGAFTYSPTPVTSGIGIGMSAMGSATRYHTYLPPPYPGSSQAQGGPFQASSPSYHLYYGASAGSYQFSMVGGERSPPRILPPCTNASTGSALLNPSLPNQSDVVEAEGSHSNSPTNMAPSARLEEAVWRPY
Target sequence (Q13951 whole entry, looked up): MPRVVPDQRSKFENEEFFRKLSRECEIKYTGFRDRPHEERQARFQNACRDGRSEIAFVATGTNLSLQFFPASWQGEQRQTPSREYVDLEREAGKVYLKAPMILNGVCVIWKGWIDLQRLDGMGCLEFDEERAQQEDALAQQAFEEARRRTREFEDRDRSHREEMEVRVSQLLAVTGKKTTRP
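test system = Cerulean-Runt domain fusion protein, energy donor | probe or stimulus = Venus-CBFb binding partner, 100 nM | incubation = two 1 h room-temperature incubations shielded from light | detection = fluorescence energy transfer, 422 nm excitation, 530/480 nm emission | measure = loss of energy transfer signal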
Runt-SMMHC FRET = inhibitors of RUNX1 Runt–CBFb-SMMHC binding, primary screen, biochemical, FRET, Cerulean-Runt, Venus-CBFb-SMMHC, uHTS; Runt-related transcription factor 1 (Homo sapiens) + Core-binding factor subunit beta …; Cerulean-Runt/Venus-CBFb-SMMHC FRET ratio 530/480, 1 h; inhibition, % at 20 µM; 0.74% of 220,000 active;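 active = mean inhibition across duplicate retests at 20 µM reaching about 50%, limit read from the data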;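 note: 0% = DMSO wells and 100% = wells with excess untagged CBFb-SMMHC; inhibitors lower the FRET ratio by blocking Runt binding to CBFb-SMMHC; some results filed as inactive read as strong as hits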
Tb hexokinase = Trypanosoma brucei hexokinase 1 inhibitors, primary screen, biochemical, G6PDH-coupled NADH absorbance, MLSCN library; hexokinase 1 [Trypanosoma brucei]; recombinant TbHK1, G6PDH-coupled NADH A340; inhibition, % at 10 µM; 0.11% of 220,000 active; AID 1430, 2008;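 active = inhibition of 50% or more in the single-dose primary screen; inactive = inhibition below 50%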
p97 inhibitor = inhibitors of human p97 ATPase, primary screen, biochemical | recombinant p97 ATPase, Kinase-Glo ATP luminescence, 3 h | 0.42% of 220,000 active | Transitional endoplasmic reticulum ATPase (Homo sapiens), P55072 | AID 1481, 2009 | inhibition, % at 8 µM; in the data active = inhibition above about 15%;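 note: 0% = DMSO vehicle and 100% = wells lacking enzyme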
* marks the source's active call; other numbers are inactive results; x = not tested or not shown; [ ] = remark or other dose. Rows were taken by chance; overall some 2.7% were active at least once.

Every second line gives: m-calpain inh, p47phox inh, EBV gp42 inh, RBBP9 inh, Furin inh, Runt-CBFb FRET, Runt-SMMHC FRET, Tb hexokinase, p97 inhibitor
CCOc1ccc(-n2nnc3c(=O)n(CC(=O)Nc4cc(C)on4)cnc32)cc1
  0.3, -35.2, -12.4, 0.0, -9.0, -0.6, -2.7, -16.2, -2.4
CC(=O)c1n[nH]nc1NC(=O)c1ccccc1
  -10.9, -3.8, -13.8, 3.3, -8.5[20 µM], 2.0, -2.5, -6.6, 7.0
N#Cc1nc(-c2ccco2)oc1N1CCOCC1
  -216.6, -8.8, -14.7, -2.2, -29.1, 1.6, -2.1, 7.8, 0.8
C=CCn1c(SCC(=O)NC)nc2sc3c(c2c1=O)CCC3
  -14.0, -0.4, -13.6, -0.8, -12.2[20 µM], 0.8, -3.0, -33.8, 3.0
c1ccc(N2CCN(c3ccccc3)C2c2cccnc2)cc1
  -1.3, 0.3, 9.1, -8.8, -15.5[20 µM], -1.7, -3.5, 3.3, 0.2
COc1ccc2ccccc2c1CN1CCCC(CO)C1 (stereo not drawn)
  5.9, 0.2, 1.3, 2.8, -13.6, -1.4, 0.1, -13.0, -1.9
COC(=O)C(C(=O)OC)c1ccc(-n2cccc2)cc1
  11.2, -6.3, -13.8, 2.9, -13.0, -0.8, -0.7, -0.5, 0.4
CCOC(=O)c1ccc(NC(=O)COc2ccc(S(=O)(=O)N3CCCC3)cc2)cc1
  5.2, -7.0, 8.1, -6.9, -13.5[20 µM], 0.4, 0.2, 2.2, -1.4
O=C(CN1CCN(Cc2ccccc2)CC1)Nc1ccc(N2CCOCC2)cc1
  -20.0, -5.8, -2.4, -5.5, -9.7, 1.1, -2.5, -3.5, -0.2
CCN(CC)c1nc(-c2cccc(OC)c2O)nc2ccccc12
  -0.7, -2.5, 9.2, -10.6, -27.1, -4.7, -2.8, -5.5, -2.6
COc1ccc(N2CCN(C(=O)CSc3nnc(-c4cc5ccccc5cc4O)n3C)CC2)cc1
  -30.4, -13.3, -8.5, 0.5, -30.3, 2.7, 3.2, -3.1, 6.1
CN(C(=O)c1cccnc1)c1nc(-c2ccccc2)cs1
  -4.7, -3.9, 1.8, -1.0, -12.3, -0.9, 1.2, 5.9, 4.8
O=C(Nc1ccc(Oc2ccc(NC(=O)c3ccco3)c(NC(=O)c3ccco3)c2)cc1)c1ccco1
  -24.0, -52.8, -17.9, -35.8, -9.2[20 µM], -0.4, -2.3, -5.3, -3.5
Cc1ccc(C(=O)O)cc1NC(=O)c1ccc(Cn2nc(C)c(Cl)c2C)o1
  -31.5, 2.1, -2.8, -7.8, -19.1, -0.5, -2.9, 0.9, 1.1
Cc1nc(CSc2n[nH]c(=O)n2-c2cccc(F)c2)cs1
  -20.1, -3.0, -8.2, -4.8, -19.4, 3.3, 1.0, 0.1, 6.0

Next records follow.
Every second line gives: m-calpain inh, p47phox inh, EBV gp42 inh, RBBP9 inh, Furin inh, Runt-CBFb FRET, Runt-SMMHC FRET, Tb hexokinase, p97 inhibitor
COc1ccc2c(c1)[nH]c1c(=O)n(N)cnc12
  21.9, -4.1, -11.7, -1.4, 2.6, 0.9, -0.3, 3.1, -3.2
COCCn1c(C)cc(/C=C2/NC(=O)N(Cc3ccc(C)cc3)C2=O)c1C
  -27.4, -21.0, -20.0, -10.9, -17.6, -1.1, 2.1, -30.0, 5.0
CCOC(=O)c1c(N2C(=O)Nc3ccccc3N2O)sc2c1CCCC2
  -9.2, -10.9, -4.5, 2.2, -1.3, 0.5, -0.6, 20.6, 4.0
Cc1cc(Nc2ccccc2F)n2ncnc2n1
  15.7, -11.2, -20.0, -5.9, -21.4, 1.3, -2.0, 3.7, 4.7
Cc1nc(SCC(C)C)[nH]c(=O)c1Cc1ccccc1
  -4.4, -5.5, 0.8, -9.2, -11.9, -0.4, 1.8, 3.5, -0.7
COc1ccc(-c2nnc(N(C)C(=O)C3CCOC3)s2)cc1 (stereo not drawn)
  -14.7, -0.1, -2.8, -8.4, -26.0[20 µM], x, x, -0.4, -1.1
CCn1c(=O)cc(OCC(=O)NCCc2cccc(C)c2)c2ccccc21
  19.1, 1.9, 3.0, -0.2, -12.5, -2.4, -2.5, -3.0, -4.6
CCN1CCN(C(c2cccs2)C(C)NC(=S)Nc2cccc(C)c2C)CC1 (stereo not drawn)
  -13.5, -12.0, -4.6, 0.5, -22.7, 0.6, 4.7, -1.0, 0.3
CN(CCOc1ccccc1)CC(=O)Nc1ccc([N+](=O)[O-])cc1Cl
  -5.7, -10.9, -5.1, -4.8, -28.3, -2.5, -0.4, -5.4, 0.1
COc1ccc(C2CCCN2C(=O)Nc2cccc(C(C)=O)c2)cc1OC (stereo not drawn)
  -2.2, -10.2, -10.1, -6.7, -25.9, 1.4, -6.3, 1.5, -0.9
O=C(Nc1ccc(NC(=O)c2ccco2)c(Cl)c1)c1ccc2c(c1)OCCO2
  -61.2, -30.1, 4.9, -26.8, -23.7, 0.4, -6.3, -29.0, -0.2
COc1c2occc2c(OC)c2c(=O)cc(C(F)(F)F)oc12
  -15.9, -2.0, -8.5, -7.9, -15.3[20 µM], -0.6, -1.0, -13.2, -8.2
Cc1ccc(Cl)cc1-n1c(=O)cc(N2CCN(C(=O)c3ccco3)CC2)[nH]c1=O
  -9.4, -46.2, -10.8, -4.3, -15.4[20 µM], -0.6, 1.7, 4.5, 1.8
Cc1ccc(S(=O)(=O)Nc2cc(C(=O)N3CCOCC3)ccc2N2CCCCC2)cc1
  14.0, -7.4, 1.5, -13.7, -4.7, -3.5, 0.4, -1.1, -11.7
Cc1oc2cc([N+](=O)[O-])c(O)c([N+](=O)[O-])c2c1C(=O)c1ccc(Br)cc1
  30.2, -8.6, -7.6, 8.2, -13.2, -8.6, -8.2, -0.7, 1.3

(cont.)
Every second line gives: m-calpain inh, p47phox inh, EBV gp42 inh, RBBP9 inh, Furin inh, Runt-CBFb FRET, Runt-SMMHC FRET, Tb hexokinase, p97 inhibitor
Cc1ccc2nc(C)cc(C(=O)N3CCCC(CO)(Cc4ccccc4C)C3)c2c1 (stereo not drawn)
  17.2, 3.3, 2.7, 4.9, -4.8, -0.6, 0.0, 5.5, -8.3
COC(=O)c1ccc(NC(=O)CN2CCN(c3ccc(Cl)cc3)CC2)cc1
  -8.2, -9.3, -4.6, 2.1, -11.4, -0.8, 0.8, 3.7, 3.1
O=C(/C=C/c1ccc(F)cc1)NCCNC(=O)/C=C/c1ccc(F)cc1
  7.0, -0.4, -9.4, -9.0, -19.4, 0.3, 3.0, -13.6, 0.5
Cc1c(C(=O)Cc2ccccc2)n(C)c2ccccc12
  11.3, -10.8, 2.7, -7.5, -19.3, 2.7, -4.7, -2.4, -1.9
COc1ccc(NS(=O)(=O)c2ccc3c(c2)CCO3)cc1
  14.9, -82.6, -11.7, -7.2, -14.9, 0.5, -0.4, -0.4, 0.7
COc1ccc(OC)c(C(=O)c2ccc(C(=O)O)cc2)c1
  7.5, -6.5, -10.4, -2.9, -18.9[20 µM], 12.4, -1.7, -14.1, -0.4
COc1cc(C)c(Cl)cc1S(=O)(=O)NCC1CCCO1 (stereo not drawn)
  20.4, -6.7, 2.1, 2.3, -22.6[20 µM], 0.4, -3.6, 4.0, 0.0
COc1ccccc1N1C(=O)C2CC(C)=C(C)CC2C1=O (stereo not drawn)
  -17.0, -7.1, -5.5, -3.5, -17.1, -1.3, 0.1, 2.5, 0.3
Cc1n[nH]c(C)c1Sc1ccccc1[N+](=O)[O-]
  -0.1, -4.5, -3.7, -2.6, -29.4, 0.3, 0.1, -0.9, 4.1
O=c1c2ccccc2nnn1CSc1nc2cc(Cl)ccc2c(=O)n1Cc1ccco1
  x, x, x, 6.2, 4.3[20 µM], x, x, -5.0, 2.0
Cc1ccc(C(=O)N2CCC3(CC2)Oc2ccc(Cl)cc2C(=O)C32CC(c3ccc(Cl)cc3)=NO2)s1 (stereo not drawn)
  1.9, -12.1, -9.3, x, -10.1, 2.7, -5.0, -7.4, x
CC(=O)c1c(C)[nH]c(C(=O)CSc2nc3ccccc3c(=O)n2CCCN2CCOCC2)c1C
  -18.0, -2.5, -21.1, 1.5, -9.3, 0.9, -2.4, -7.2, -1.3
O=C(NC1CCCCC1)C1CC(=O)N(CCc2ccccc2)C1 (stereo not drawn)
  -31.3, -7.7, -22.2, -15.2, -5.3[20 µM], 0.9, -7.4, -5.0, -7.0
Oc1ccc(/C(Cc2ccccn2)=N\Nc2ccccc2)c(O)c1
  -9.7, -4.7, 15.4, -4.4, 1.1, 5.5, 2.3, -18.1, 6.8
CCOc1ccccc1C(=O)n1nc2nc(C)cc(C)c2c1N
  22.2, -5.3, 5.3, 2.4, -14.4, 1.8, 1.2, -7.7, 3.8

3 of the compounds above, field by field:
COC(=O)c1ccc(NC(=O)CN2CCN(c3ccc(Cl)cc3)CC2)cc1
  m-calpain inh: -8.2
  p47phox inh: -9.3
  EBV gp42 inh: -4.6
  RBBP9 inh: 2.1
  Furin inh: -11.4
  Runt-CBFb FRET: -0.8
  Runt-SMMHC FRET: 0.8
  Tb hexokinase: 3.7
  p97 inhibitor: 3.1
O=C(/C=C/c1ccc(F)cc1)NCCNC(=O)/C=C/c1ccc(F)cc1
  m-calpain inh: 7.0
  p47phox inh: -0.4
  EBV gp42 inh: -9.4
  RBBP9 inh: -9.0
  Furin inh: -19.4
  Runt-CBFb FRET: 0.3
  Runt-SMMHC FRET: 3.0
  Tb hexokinase: -13.6
  p97 inhibitor: 0.5
Cc1c(C(=O)Cc2ccccc2)n(C)c2ccccc12
  m-calpain inh: 11.3
  p47phox inh: -10.8
  EBV gp42 inh: 2.7
  RBBP9 inh: -7.5
  Furin inh: -19.3
  Runt-CBFb FRET: 2.7
  Runt-SMMHC FRET: -4.7
  Tb hexokinase: -2.4
  p97 inhibitor: -1.9

Next part:
Every second line gives: m-calpain inh, p47phox inh, EBV gp42 inh, RBBP9 inh, Furin inh, Runt-CBFb FRET, Runt-SMMHC FRET, Tb hexokinase, p97 inhibitor
CC(C)(C)Nc1nc(Cl)nc(NC(C)(C)C)n1
  11.7, -1.9, -4.9, -11.2, -21.5, -2.9, -0.4, 18.1, 5.1
COc1ccc(Sc2nc(-c3ccccn3)ncc2OC)cc1
  19.9, -0.7, -1.3, -1.5, -14.2, 1.3, 0.0, -3.8, 1.4
CC(=Nc1cc(C(=O)c2ccccc2)ccc1N)C1=C(O)CC(C)(C)CC1=O
  -2.2, 3.8, 9.8, -3.5, -5.0, -3.3, -3.5, -20.7, 0.9
COc1ccc(CCNC(=O)CCN2C(=O)COc3ccccc32)cc1OC
  -10.5, -8.5, -13.2, -2.7, -19.8, 1.5, -0.9, -3.4, 4.1

Screening results as filed in PubChem.
